Screening results as filed in PubChem.
HRas wt GTP bind – human HRas wildtype GTP binding, change in either direction | P01112 | GST-Ras wt beads, Bodipy-FL-GTP binding, flow cytometry; actives lie on both sides | GTP binding activity, % at 10 µM | 190,000 compounds, 0.14% hits;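 active = GTP binding activity at least 20% away from the 100% baseline, either lowered as inhibitor or raised as activator; inconclusive = flagged as likely green fluorescent, judged across all proteins in the well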;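 also: 0% = unlabeled GTP competition control and 100% = no-compound control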
Target sequence (P01112 whole entry, looked up): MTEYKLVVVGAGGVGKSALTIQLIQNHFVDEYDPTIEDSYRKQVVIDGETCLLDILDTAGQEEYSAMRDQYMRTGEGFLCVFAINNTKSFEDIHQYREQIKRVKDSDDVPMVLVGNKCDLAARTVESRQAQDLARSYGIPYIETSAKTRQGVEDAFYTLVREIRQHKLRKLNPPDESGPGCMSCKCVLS
Mcl-1 Bim block – human Bim-Mcl-1 interaction inhibition | Bead-based flow cytometry, Bim peptide-Mcl-1 binding | Q07820 | 190,000 compounds, 0.1% hits | inhibition, % at 10 µM; in the data active = inhibition above about 40%;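 also: 0% = no compound tracer wells and 100% = peptide blocker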
Target sequence (Q07820 whole entry, looked up): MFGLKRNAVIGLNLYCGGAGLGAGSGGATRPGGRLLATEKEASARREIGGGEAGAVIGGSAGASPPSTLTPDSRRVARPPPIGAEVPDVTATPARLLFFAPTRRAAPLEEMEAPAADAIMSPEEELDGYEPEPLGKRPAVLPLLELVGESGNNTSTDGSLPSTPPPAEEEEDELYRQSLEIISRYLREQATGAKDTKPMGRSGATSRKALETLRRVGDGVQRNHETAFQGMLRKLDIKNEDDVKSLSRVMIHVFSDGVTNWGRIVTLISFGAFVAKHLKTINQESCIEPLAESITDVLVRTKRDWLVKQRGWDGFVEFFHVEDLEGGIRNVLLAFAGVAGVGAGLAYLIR
Pf gametocyte – kills late stage P. falciparum gametocytes; P. falciparum stage V gametocytes, ATP luminescence, 24 h; inhibition, % at 10.9 µM; 150,000 compounds, 0.065% hits;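 active = inhibition above the mean plus 3 SD of compounds within the control limits, set per campaign, cut at about 38% in these data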;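 also: 0% = DMSO wells and 100% = medium only without gametocytes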
Cdc42 wt GTP – changes GTP binding to wildtype human Cdc42. GST-Cdc42 beads, Bodipy-GTP binding, flow cytometry; actives lie on both sides. percent activity (GTP binding), % at 10 µM. 190,000 compounds, 0.2% hits. AID 761;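 active = percent activity GTP binding at least 20 points away from the 100% baseline, either down as inhibitor or up as activator; inconclusive = compound flagged as likely green fluorescent from well-wide comparison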;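 also: median bead fluorescence of bound Bodipy-FL-GTP at 100 nM; 0% = excess unlabeled GTP control and 100% = no compound control; below 100% means less GTP binding so inhibitor and above means activator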
Target sequence (P60953 whole entry, looked up): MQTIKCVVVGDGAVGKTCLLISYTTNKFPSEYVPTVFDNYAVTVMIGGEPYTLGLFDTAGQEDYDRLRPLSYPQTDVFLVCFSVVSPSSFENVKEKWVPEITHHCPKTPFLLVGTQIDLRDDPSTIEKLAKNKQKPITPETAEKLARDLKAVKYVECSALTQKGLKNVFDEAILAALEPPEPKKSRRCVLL
Mcl1-Noxa inh – disrupts binding of human Mcl-1 to Noxa peptide. inhibition, % at 21.7 µM. TR-FRET Mcl-1/Noxa peptide binding, 2 h. Q07820. 220,000 compounds, 1.5% hits;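 active = compounds that cut the protein-peptide binding signal by more than 50% relative to plate controls in a single-dose test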;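 also: His-tagged Mcl-1 with rhodamine Noxa BH3 peptide and terbium anti-His antibody; 0% = Mcl-1 plus Noxa peptide wells and 100% = peptide-only wells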
Rab2 wt GTP – changes GTP binding to wildtype dog Rab2A, up or down. 190,000 compounds, 0.19% hits. GTP binding activity, % at 10 µM. P61105. GST-Rab2 wt beads, Bodipy-GTP binding, flow cytometry;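 active = GTP binding activity at least 20 points away from 100%, either lowered or raised; inconclusive = signal likely due to the compound's own green fluorescence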;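 also: 0% = beads with excess unlabeled GTP and 100% = no-compound control corrected for plate trend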
Mcl1-Bid inh – disrupts binding of human Mcl-1 to Bid peptide; inhibition, % at 21.7 µM; AID 1021; Q07820; 220,000 compounds, 0.97% hits; TR-FRET Mcl-1/Bid-Dy647 peptide binding, 1536-well;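 active = compounds that cut the binding signal by more than half at the single screening dose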;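 also: His-tagged Mcl-1 with europium anti-His antibody binding Bid BH3 peptide; 0% = Mcl-1 plus peptide wells and 100% = peptide-only wells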
RGS8-Gao reg – regulators of human RGS8-Galphao interaction | response (percent of control binding), % at 10 µM | 220,000 compounds, 0.34% hits | multiplexed bead flow cytometry, RGS8-Galphao binding; actives lie on both sides | P09471; in the data active = response below about 60% or above about 140%; inactive = in between;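 also: Galphao activated as the GDP aluminium fluoride complex binding bead-coupled RGS8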
Rac1 act GTP bind – human Rac1 activated mutant GTP binding change | P63000 | GST-Rac1 activated beads, fluorescent GTP binding, flow cytometry; actives lie on both sides; 100% means binding = to untreated wells | percent activity (GTP binding), % at 10 µM | 190,000 compounds, 0.11% hits;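 active = GTP binding at least 20 percentage points away from the 100% baseline, in either direction, so actives lie on both sides; inconclusive = Compound likely fluorescent itself, or too few beads counted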
Rab7 wt GTP bind – dog Rab7 wildtype GTP binding, inhibitors and activators | 190,000 compounds, 0.055% hits | GTP binding activity (percent of control), % at 10 µM | GST-Rab7 beads, fluorescent GTP binding, flow cytometry; actives lie on both sides; untreated = 100%, excess cold GTP = 0%;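 active = fluorescent GTP binding to Rab7 beads changed by at least 20 points from the 100% baseline, either direction, mostly lower; inconclusive = compound itself probably fluorescent, or too few beads counted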;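 also: median green fluorescence of bound Bodipy-FL-GTP per Rab7 bead population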
Rac1 wt modul – human Rac1 wildtype GTP binding, inhibitors and activators. P63000. 190,000 compounds, 0.27% hits. GTP binding activity (% of control), % at 10 µM. GST-Rac1 beads, fluorescent GTP binding, flow cytometry; actives lie on both sides; 0 = cold GTP competed, 100 = untreated. AID 757;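 active = GTP binding activity at least 20 points away from the 100% control level, either lower or higher; inconclusive = compound flagged as likely green fluorescent, judged across all proteins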
An asterisk follows results filed as active; u = inconclusive; x = not tested or not shown; [ ] = remark or other dose.

No.	structure	HRas wt GTP bind	Mcl-1 Bim block	Pf gametocyte	Cdc42 wt GTP	Mcl1-Noxa inh	Rab2 wt GTP	Mcl1-Bid inh	RGS8-Gao reg	Rac1 act GTP bind	Rab7 wt GTP bind	Rac1 wt modul
1	CCOC(=O)C1CCCN(C(=O)CNC(=O)Cn2ccc3ccccc3c2=O)C1 (stereo not given)	100	-2	x	103	10	101	-8	99	99	101	103
2	CCOc1ccc(NC(=O)c2ccccc2NC(=O)CN2CCN(C(C)=O)CC2)cc1	100	-2	20	101	-16	101	-15	103	98	101	107
3	O=c1c2ccccc2nc(SCc2ccc([N+](=O)[O-])cc2)n1CCCO	103	-6	-20	106	15	100	21	101	99	99	104
4	CC(=O)c1cc2c(cc1NC(=O)CSc1nc3ccccc3[nH]1)OCO2	97	3	x	103	12	96	6	102	99	96	100
5	Cc1ccc(-c2csc3ncnc(SCC(N)=O)c23)cc1	93	0	-53	95	17	93	-35	99	94	96	95
6	CCN(C(C)=O)c1nc(CCl)cs1	95	1	3	95	-2	94	-22	97	94	92	94
7	O=C(CN1C(=O)c2cccc3cccc1c23)Nc1cccnc1	99	-6	x	101	14	99	-2	100	95	96	101
8	CCOc1ccc(C(=O)OCCCN(C)C)cc1	106	0	14	102	6	105	-27	104	105	107	106
9	COc1cccc(CN2C(=O)CCC2(C)C(=O)NC2CCCC2)c1 (stereo not given)	103	0	x	104	7	101	-19	109	101	102	106
10	CCCC(=O)OC1CC(C)N(C(=O)c2ccccc2)c2ccc(C)cc21 (stereo not given)	100	3	x	103	-7	100	-3	101	98	100	104
11	CC(=O)N1CCC(N(CCN2CCOCC2)C(=S)Nc2ccc(C)cc2)CC1	100	-6	2	104	16	100	-15	101	98	101	102
12	O=C(CNC(c1ccccc1)c1ccccc1)Nc1c(F)cccc1F	96	-2	-22	97	3	94	-16	103	99	95	99
13	N#CC1=C(N)OC2=C(C(=O)CC(c3ccccc3)C2)C1c1ccc2c(c1)OCO2 (stereo not given)	102	-3	3	99	14	98	-2	104	101	102	103
14	COc1ccc(/C=N/NC(=O)c2cccnc2)cc1Cn1nc([N+](=O)[O-])c(Br)c1C	u	0	-8	u	24	u	10	102	u	u	u
15	Cc1ccc(S(=O)(=O)N2CCOCC2)cc1NC(=O)CSc1nnnn1C	94	-1	-23	98	4	96	0	100	98	99	101
16	O=C(O)c1cccc(NC(=S)N/N=C/c2cccnc2)c1	100	-4	-3	95	21	99	-20	102	98	108	98
17	COc1cc(SC)ccc1C(=O)OCC(=O)NC(=O)NC(C)C	97	-3	4	96	3	98	-65	102	95	106	94
18	COc1ccc2c(c1)C(C)=CC(C)(C)N2C(=O)C(C)N1C(=O)c2ccccc2C1=O (stereo not given)	104	-3	x	109	1	106	1	98	102	102	110
19	CCNC(=S)N(Cc1cc2cc(C)cc(C)c2[nH]c1=O)C1CCCC1	100	2	x	98	11	102	-63	106	101	100	104
20	CCOc1ccc(CN2CCNC(=O)C2CC(=O)O)cc1 (stereo not given)	98	-1	x	97	10	98	-28	101	95	106	98
21	CN1C(=O)CC(N2CCC(C(N)=O)CC2)C1=O (stereo not given)	103	0	x	105	-9	102	-11	94	100	99	106
22	Cc1c(NC(=O)N(C)C)c(=O)n(-c2ccccc2)n1C	100	-6	x	102	-3	99	-4	110	97	98	105
23	O=C1Nc2ccc(S(=O)(=O)NCCC3=CCCCC3)c3cccc1c23	99	1	x	101	3	97	-14	104	98	99	104
24	CCNc1nc(NC(C)C)nc(Oc2ccc(OCCOc3ccc(C)cc3)nn2)n1	98	-1	8	98	9	98	4	105	98	98	105
25	CCCSc1nc2sc3c(c2c(=O)[nH]1)CC(C)CC3 (stereo not given)	95	0	-5	98	-2	95	-16	100	95	98	100
26	O=C(Nc1cccnc1)c1ccc([N+](=O)[O-])cc1Cl	101	0	16	103	-2	101	3	97	98	108	103
27	CCN(C(=O)CSc1nnc(Cc2ccccc2F)n1N)C1CCS(=O)(=O)C1 (stereo not given)	103	-3	x	103	4	102	2	103	100	101	107
28	CN1CCN(S(=O)(=O)c2ccc(N3CCN(C(c4ccccc4)c4ccccc4)CC3)nc2)CC1	96	0	-4	97	6	98	0	98	94	96	98
29	CC1=C(C#N)C(/C=N/OCc2ccc(Cl)cc2)CC(=O)N1 (stereo not given)	98	0	9	95	-1	96	4	102	96	102	100
30	CCNC(=S)N(Cc1cccs1)Cc1cc2cc(OCC)ccc2[nH]c1=O	u	x	x	u	8	u	-59	100	u	u	u
31	NC(=O)c1cc2cc(Br)ccc2oc1=NCc1ccccc1	103	0	3	101	-1	100	9	100	100	100	108
32	O=[N+]([O-])c1ccccc1/C=C/CN1CCCCC1	104	-5	-2	105	17	104	-18	100	101	105	111
33	Cc1ccc(CNC(=O)c2cc(COc3c(F)cccc3F)on2)s1	94	0	x	93	13	93	-1	105	92	93	93
34	Cc1ccc(S(=O)(=O)N2CCC(C(=O)N[C@@H](C)C(=O)NCCc3ccccc3)CC2)cc1	100	-5	2	101	1	98	-14	103	98	98	106
35	Cc1cc(C)cc(OCC(=O)Nc2ccc(N3CCN(S(C)(=O)=O)CC3)cc2)c1	101	-5	x	103	9	97	-20	96	98	103	102
36	O=C(O)c1ccc2c(c1)C1C=CCC1C(c1cc3c(cc1Br)OCO3)N2 (stereo not given)	89	-1	-1	88	16	87	-58	100	86	90	92
37	CN(CCCNC(=O)CCCOc1cc(=O)n(C)c2ccccc12)Cc1ccccc1	101	-1	7	98	7	97	-24	103	96	90	105
38	CC(C)Cc1nc(Nc2ccc(S(=O)(=O)N3CCCC3)cc2)c2nnn(Cc3ccccc3)c2n1	97	-3	0	94	-13	97	-2	141*[activator]	97	96	99
39	COC(=O)[C@@H]1CCCN1C(=O)CCc1nnc(CCc2c[nH]c3ccccc23)o1	97	-1	11	103	10	99	-58	104	95	102	102
40	CCOc1ccc(NS(=O)(=O)c2ccc(OC)c(C)c2)cc1	103	-3	10	99	15	105	1	100	96	105	102
41	c1ccc(-c2nc(-c3ccco3)cs2)nc1	98	3	-14	97	4	97	-16	96	95	94	93
42	COc1ccc(C2CC(=O)c3ccccc3O2)cc1 (stereo not given)	100	-3	15	101	-21	97	7	102	100	101	101
43	O=c1[nH]ncc2c3ccccc3n(Cc3ccccc3F)c12	101	0	x	103	17	101	0	97	99	97	101
44	CCOc1ccccc1N(CC(=O)N1CCCCCC1)S(C)(=O)=O	u	2	x	u	10	u	-20	100	u	u	u
45	COCCCN1C(=O)c2[nH]nc(-c3ccccc3O)c2C1c1cccc(Cl)c1 (stereo not given)	99	-2	x	99	24	98	-56	97	100	99	102
46	O=C(NCCNC(=O)c1cc(OCC(F)(F)F)ccc1OCC(F)(F)F)Nc1ccccc1	101	0	x	98	-14	100	-17	98	97	101	101
47	CC(CCc1ccccc1)NCC(O)COc1ccccc1 (stereo not given)	98	-1	-25	99	6	101	-21	99	96	107	100
48	O=C(NNC(=O)C1C2CCC(C2)C1C(=O)O)c1ccc(Cl)cc1 (stereo not given)	101	-2	-6	95	2	101	-43	102	97	103	99
49	Cc1nn(CC(O)c2ccccc2)c(C)c1Br (stereo not given)	101	-4	-1	103	-1	100	-11	100	98	100	104
50	Cc1ccccc1-c1nc(CS(=O)(=O)CC(=O)NCc2ccccc2)c(C)o1	97	2	x	96	19	99	-4	100	95	97	94

Next part:
No.	structure	HRas wt GTP bind	Mcl-1 Bim block	Pf gametocyte	Cdc42 wt GTP	Mcl1-Noxa inh	Rab2 wt GTP	Mcl1-Bid inh	RGS8-Gao reg	Rac1 act GTP bind	Rab7 wt GTP bind	Rac1 wt modul
51	CC(C)N1C(=O)/C(=C\c2nc3ccccc3c(=O)[nH]2)c2ccccc21	u	-1	3	u	55*	u	70*	85	u	u	u
52	CC(=O)N(CCCN(C)C)CCC(C)CCC=C(C)C (stereo not given)	98	-1	x	97	2	96	-66	103	99	94	104
53	COc1ccc(-n2c(C)cc(C)c(C(C)=O)c2=S)cc1	101	-5	13	101	1	100	-76	81	101	103	103
54	COc1ccccc1N1CCN(C(=O)c2ccc(CSc3ccccc3)cc2)CC1	96	-3	-14	97	26	95	5	108	95	95	99
55	CC(=O)N1CCN(C(=O)COc2ccccc2C(=O)Nc2ccccc2)CC1	93	0	30	97	4	94	-3	92	96	93	95
56	CCOC(=O)N1CCN(C(=O)CCCn2nc(C)c3sc4ccccc4c3c2=O)CC1	103	-1	x	103	14	106	-25	102	103	104	109
57	O=C(Nn1c(-c2ccccc2)nc2ccccc2c1=O)c1ccc([N+](=O)[O-])cc1	97	0	x	98	15	96	4	111	97	101	102
